Bioassay records as filed in PubChem BioAssay.
Lipid storage S3 – qHTS Assay for Lipid Storage Modulators in Drosophila S3 Cells; Drosophila S3 cells, BODIPY lipid droplet fluorescence, 18-24 h; cells fed with added oleic acid; lipid storage change, negative = inhibition, % at the top dose, mostly 46.1 µM; hits show Potency in µM; 320,000 tested, 0.64% active; AID 2685; active = well fitted inhibition curve with a large enough effect in the signal ratio, with a control signal flat, not every such curve was filed as active; inconclusive = small, poorly fitted or top-dose-only effect, or effect the other way, or a change in a side signal; the % refers to the signal ratio
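Drosophila S3 cells loaded with oleic acid (400 uM, as added) and compounds at several concentrations; lipid droplets imaged by 488-nm laser-scanning cytometry, 500–530 nm intensity and object ratio to cell channel. Percent activity normalized to 20 uM Triacsin C.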
Lipid storage S3 cell count max – further read-out of Lipid storage S3, marked with its call; cell number change, %; measured here: cell count max response;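 cells counted by Cell Tracker Red CMTPX staining in the red channel; peak over a dose series mostly up to 46.1 µM; percent activity relative to internal control wells on each plate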
Numbers without * were called inactive; i = inactive; ? = inconclusive; / = not tested or not shown; [ ] = dose if it differs, or a comment. % is set by controls: 0 for no effect and ±100 for the full control effect; potency is the fitted concentration of half-maximal effect. This is a subset. The share of hits here may be higher or lower than overall.

SMILES | Lipid storage S3 | Lipid storage S3 cell count max
C/C(=C\c1ccccc1)CN1CCN(Cc2ccc(C)o2)C(CCO)C1 (centres undefined) | ? | /
Cc1cc(=O)oc(C)c1C(=O)N1CCCCC1 | 0% | -17
COc1ccc(NS(=O)(=O)Cc2ccccc2)cc1OC | ? | /
CC(C)(C)OC(=O)N/N=C\c1ccc([N+](=O)[O-])s1 | -12% | -10
Cc1ccc(C(=O)O/N=C/c2c(C(F)(F)F)nn(C)c2Sc2ccc(Cl)cc2)cc1 | ? | /
Cc1nc2ccccn2c1C(=O)c1ccccc1 | i | 16
COc1cccc(C(=O)NC2CC3CCC(C2)N3Cc2ccccc2)c1 (centres undefined) | i | 23
COc1cc(CN2CCN(Cc3ccc(C)cc3)C(CCO)C2)ccc1O (centres undefined) | -5% | 2
CCN(Cc1nc2ccccc2c(=O)[nH]1)C(=O)c1ccc(C)c(NC(=O)c2ccco2)c1 | 3% | -15
COC(=O)Cc1c(C)c2ccc(OC3CCCCC3=O)cc2oc1=O (centres undefined) | ? | /
Cc1cccn2c(=O)nc(SCC(=O)NCc3ccccc3Cl)nc12 | ? | /
CCC(CCCO)CCC[C@H](C)CCC1OCCO1 (some centres undefined) | ? | /
NC(=O)c1ccsc1NC(=O)COC(=O)C1CC2CCCC(C1)C2=O (centres undefined) | ? | /
Cc1ccc(F)cc1NC(=O)CSc1nc(Nc2ccccc2)nc(N2CCOCC2)n1 | ? | /
Cc1ccc(Oc2ccc(Oc3ccc(C)cc3)nn2)cc1 | 7% | 3
COP(=O)(c1ccc(N(C)C)cc1)C(O)c1ccccc1 (centres undefined) | ? | /
CCOC(=O)c1c(C)[nH]c(C(=O)COC(=O)c2oc3ccccc3c2C)c1C | i | /
N#CCSc1nc(N)c(C#N)c(C2CCCCC2)c1C#N | ? | /
Cc1sc(N/N=C/C=C/c2ccccc2)nc1-c1ccccc1 | -21% | -9
COc1ccc(C(=O)Cn2cnc3ccccc3c2=O)cc1 | i | 10

Sorted by count of non-hydrogen atoms (highest first): some entries from above.
SMILES | Lipid storage S3 | Lipid storage S3 cell count max
NC(=O)c1ccsc1NC(=O)COC(=O)C1CC2CCCC(C1)C2=O (centres undefined) | ? | /
Cc1ccc(Oc2ccc(Oc3ccc(C)cc3)nn2)cc1 | 7% | 3
N#CCSc1nc(N)c(C#N)c(C2CCCCC2)c1C#N | ? | /
CCC(CCCO)CCC[C@H](C)CCC1OCCO1 (some centres undefined) | ? | /

(cont.)
SMILES | Lipid storage S3 | Lipid storage S3 cell count max
CN1CCN(C(=S)C(=O)Nc2ccc(Br)cc2)CC1 | -11% | 9
O=C(NCCCN1CCCC1=O)c1cc(S(=O)(=O)N2CCOCC2)c(Cl)cc1Cl | ? | /
CC(=O)Nc1ccc2c(c1)nc(CCN1CCN(c3ccccn3)CC1)n2C | 26% | -2
CC(C)CN(C(=O)c1cccc([N+](=O)[O-])c1)c1c(N)n(CC(C)C)c(=O)[nH]c1=O | ? | /
COc1ccc2nc(NC(=O)Nc3ccccc3OC)sc2c1 | ? | /
CCOC(=O)C1=C(O)/C(=C\c2ccc(O)c(OCC)c2)N=C1C | ? | /
Clc1ccc(COn2c(-c3ccccc3)nc3ccccc32)cc1 | ? | /
C[C@]12CCC3C(CC[C@H]4CC(O)CC[C@]34C)C1CC/C2=N/NC(=O)c1ccncc1 (some centres undefined) | 14% | -15
Cc1ccc2nc(C)c(Cl)c(=O)n2c1 | ? | /
CC(C)NC(=O)/C(C#N)=C/c1ccc2c(c1)OCCO2 | i | 16
COc1ccc(C)cc1NC(=O)C(OC(=O)c1cnc(C)cn1)c1ccccc1 (centres undefined) | ? | /
Cc1nc2nc(COc3ccccc3)[nH]n2c(=O)c1C | 1% | 5
COc1ccccc1-n1c(SCC(=O)N2CCOCC2)nc2ccccc2c1=O | i | 7
COc1cc(C(=O)NC(c2ccccc2)c2ccccc2)cc(Cl)c1OC | -12% | 14
Cc1ccc(Sc2ncccc2/C=N/O)cc1 | ? | /
Nc1nonc1OCCN1CCN(c2ccc([N+](=O)[O-])c3cccnc23)CC1 | 18% | 16
CCCNC(=O)NC(=O)CSc1nc2cc(C(=O)OC)ccc2c(=O)n1-c1ccccc1 | i | /
Cc1ccc(C)c(NS(=O)(=O)c2cc3c4c(c2)CC(=O)N4CCC3)c1 | -21% | /
O=C(CCCn1c(=O)[nH]c2ccsc2c1=O)N1CCN(Cc2ccc3c(c2)OCO3)CC1 | ? | /
COc1ccc(N(CC(=O)NC2CCCCC2)C(=O)c2ccc(C)s2)cc1OC | ? | /
COCCN(CCOC)S(=O)(=O)c1ccc(/C(O)=C(\C#N)c2nc3ccccc3[nH]2)cc1 | ? | /
O=C(CCCOc1ccc(Cl)cc1)N1CCOCC1 | ? | /
O=C(Nc1ccc(S(=O)(=O)Nc2nccs2)cc1)c1ccccc1OC(F)F | -8% | 24
COc1ccc(OCCNc2cc(Cl)ccc2[N+](=O)[O-])cc1 | 21% | /
Cc1ccc(NC(=O)C2CCCN2S(=O)(=O)c2cccc3cccnc23)cc1F (centres undefined) | ? | /
Cc1ccc(NCC(=O)N/N=C/c2ccncc2)cc1 | -3% | 13
O=C(NCC(c1cccs1)N1CCOCC1)C1CCN(S(=O)(=O)c2ccccc2C(F)(F)F)CC1 (centres undefined) | 11% | -8
O=C(Cc1ccccc1)Nc1ccc(NC(=S)NC(=O)c2ccccc2)cc1 | ? | /
CCNS(=O)(=O)c1ccc(NC(=O)Cc2ccc(F)cc2)cc1 | ? | /
Cc1ccc(NC(=O)CNC(=O)c2ccc(C)o2)cc1 | ? | /
CN(CC(=O)OCC(=O)NC(=O)c1cccn1C)S(=O)(=O)c1ccc(Cl)cc1 | i | 22
O=C(CSc1nnc(-c2cccs2)o1)OCc1ccccc1 | ? | /
COc1cc(C(=O)NCC(=O)OCC(=O)c2ccc[nH]2)cc(OC)c1OC | ? | /
OCCN1CCN(c2nc(-c3ccccc3)c3cc(Br)ccc3n2)CC1 | ? | /
CCc1ccc(S(=O)(=O)NCCc2csc(-c3cccnc3)n2)s1 | ? | /
Cc1n[nH]c(=O)c2c(NC(=O)CSc3nnc(-c4ccco4)n3C)oc(C)c12 | 9% | 2
CCSc1nnc(NC(=O)Cn2cnc3ccccc3c2=O)s1 | -2% | 15
CCOC(=O)c1sc2nc(N3CCOCC3)c3c(c2c1N)CCN(C)C3 | i | /
CC(=O)OCC(=O)[C@@]1(OC(C)=O)[C@@H](C)C[C@H]2[C@@H]3C[C@H](F)C4=CC(=O)C=C[C@]4(C)[C@@]3(F)[C@@H](O)C[C@@]21C | 0% | 2
COc1ccc(S(=O)(=O)N2CCCCC2)cc1NC(=O)CN1C(=O)NC(C)(C2CC2)C1=O (centres undefined) | 13% | -3
O=S(=O)(Nc1ccc(Cl)cn1)c1ccccc1 | -5% | 14
COc1ccc(OCCSc2nc(C)c(Cc3ccccc3)c(=O)[nH]2)cc1 | 4% | 15
CC#CCOC(=O)c1c(C)nc2sc3c(c2c1N)CCC(O)C3 (centres undefined) | ? | /
COc1ccc(CN(Cc2cccnc2)S(=O)(=O)c2ccc(-n3cnnn3)c(OC)c2)cc1 | ? | /
CC(=O)Nc1ccc(C(=O)OCc2ccc(Br)cc2)cc1 | ? | /
CC(C)C(=O)Nc1nc2c(c(=O)[nH]1)CCCC2 | ? | /
CC(C)n1cc(CN2CCCC(C(=O)Nc3ccccc3Oc3cccnc3)C2)cn1 (centres undefined) | i | -17
CC(=O)NC1=NN(C(C)=O)C(C)(CS(=O)(=O)c2ccc(C)c(C)c2)S1 (centres undefined) | i | -13
CC(Sc1nnc(C2CC2)n1C1CC1)C(=O)Nc1ccc(C(N)=O)cc1 (centres undefined) | 12% | 14
Cc1nc2c(C(=O)N3CCN(c4ccccn4)CC3)cnn2c(C)c1Cc1cccc(Cl)c1 | -6% | -12

Single records, from the list above. Order of screens: Lipid storage S3	Lipid storage S3 cell count max
O=S(=O)(Nc1ccc(Cl)cn1)c1ccccc1 in the list: -5%	14
CC(C)C(=O)Nc1nc2c(c(=O)[nH]1)CCCC2 in the list: ?	/
CC(=O)Nc1ccc(C(=O)OCc2ccc(Br)cc2)cc1 in the list: ?	/
CC#CCOC(=O)c1c(C)nc2sc3c(c2c1N)CCC(O)C3 (centres undefined) in the list: ?	/
Cc1nc2c(C(=O)N3CCN(c4ccccn4)CC3)cnn2c(C)c1Cc1cccc(Cl)c1 in the list: -6%	-12

Next structures
SMILES | Lipid storage S3 | Lipid storage S3 cell count max
COCC(=O)N1CCCC(CNS(=O)(=O)c2ccc(OC)cc2)C1 (centres undefined) | 0% | 14
COC(=O)[C@H](C)NC(=O)Nc1ccc(OC)c(OC)c1 | ? | /
COC(=O)C1=CN(Cc2ccc(OC)c(OC)c2)C=C(C(=O)OC)C1c1ccc(O)cc1 | ? | /
O=C(COc1ccccc1F)NNC(=O)c1ccc2c(=O)n3c(nc2c1)CCC3 | 20% | /
CC(C)C(=O)Nc1ccc(NC(=O)c2ccc([N+](=O)[O-])cc2Cl)cc1 | 8% | 7
Cc1onc(-c2ccccc2)c1C(=O)N1CCCC(C(F)(F)F)C1 (centres undefined) | ? | /
COc1ccc(CCNC(=O)c2coc(=O)c(Br)c2)cc1 | 6% | 9
O=C(Cc1c(Cl)cccc1Cl)OCC(=O)N1CCc2ccccc2C1 | 1% | 0
CCC(=O)Nc1sc(C(=O)Nc2ccccc2OC)c(C)c1C(=O)OC | 1% | -1
Cc1nnc(SCC(=O)N2CCCc3ccccc32)[nH]c1=O | ? | /
N#Cc1ccc(CSc2nnc(-c3ccncc3)n2CCc2ccccc2)cc1 | ? | /
CC(=O)Nc1ccccc1C(=O)C(=O)NCCc1ccccc1 | ? | /
CCOC(=O)c1ccc(NC(=S)NNC(=O)c2cc(-c3cccnc3)nc3ccccc23)cc1 | -23% | -11
Cc1ccc(S(=O)(=O)N2CCN(C(=O)CN3CCN(C)CC3)C2)cc1 | 19% | -19
O=C(N/N=C/c1cccc(OCc2ccccc2)c1)c1ccc(Br)o1 | ? | /
O=C(c1ccc(Cl)s1)N1CCN(C23CC4CC(CC(C4)C2)C3)CC1 | i | -6
CC(C)(CNC(=O)c1cccs1)N1CCOCC1 | ? | /
CC(C)OC(=O)c1cn(-c2ccccc2)nc1-c1ccc2c(c1)OCCO2 | ? | /
C=CCC1NS(=O)(=O)OC(CCCC)C1O (centres undefined) | i | 2
Cn1c(=O)c(=O)n(C)c2cc(S(=O)(=O)CCC(=O)Nc3ccc(C(F)(F)F)cc3)ccc21 | i | 19
CCn1c(NCc2ccccc2Cl)nc2ccccc21 | 3% | -9
COc1ccc(S(=O)(=O)N2Cc3ccccc3CC2C(=O)O)cc1OC (centres undefined) | ? | /
C/C(=N/NC(=O)c1ccccn1)c1ccc(O)cc1 | 1% | 6
CC1CC(C)CN(C(=O)COc2ccc(-c3nnco3)cc2)C1 (centres undefined) | 8% | -1
O=C(NNS(=O)(=O)c1ccc2ccccc2c1)NC1CCCCC1 | ? | /
Cc1c(C(=O)Nc2ccc(S(=O)(=O)Nc3ncccn3)cc2)oc2ccccc12 | 7% | 5
Cc1ccc(N(CCC#N)C(=O)COC(=O)C2CCN(S(=O)(=O)c3ccc4c(c3)OCCO4)CC2)cc1 | ? | /
COc1ccc(C2=NS(=O)(=O)N(C)C(C(=O)Nc3ccc(C(C)=O)cc3)=C2)cc1OC | 0% | 4
CC1(C)Cc2c(C#N)c(NCc3ccco3)nc(-c3ccco3)c2CO1 | i | -25
CC(C)Sc1nnc(CNC(=O)C23CC4CC(CC(C4)C2)C3)n1Cc1ccccc1 | -4% | 0
Cc1cccc(-c2nc(CS(=O)CC(=O)N3CCc4ccccc4C3)c(C)o2)c1 (centres undefined) | 10%[9.22 µM] | 15
Cc1ccc(-c2nnn(CC(=O)N(c3ccccc3F)C(C(=O)NC3CCCC3)c3ccco3)n2)o1 (centres undefined) | ? | /
COc1ccc(C2=NOC(C(=O)N3CCOCC3)C2)cc1OC (centres undefined) | 1% | -15
CN(C)C(=O)c1cc(Cl)ccc1Sc1cc(Cl)ccc1Cl | 3% | 7
COc1ccccc1CNC1CCCc2ccccc21 (centres undefined) | ? | /
Cc1[nH]c(C)c(S(=O)(=O)N(Cc2ccccc2)C(C)(C)C)c1C(=O)N1CCCC1 | -19% | -28
O=S(=O)(NN=C1CCCCCC1)c1ccccc1 | ? | /
CCOC(=O)c1c(N)sc(C(=O)Nc2ccc3c(c2)OCO3)c1C | ? | /
CC1Cc2ccccc2N1C(=O)CO/N=C/c1ccccc1OC(F)F (centres undefined) | -9% | -9

Two neighbouring entries already listed, for reference:
SMILES | Lipid storage S3 | Lipid storage S3 cell count max
CCOC(=O)c1c(N)sc(C(=O)Nc2ccc3c(c2)OCO3)c1C | ? | /
CC1Cc2ccccc2N1C(=O)CO/N=C/c1ccccc1OC(F)F (centres undefined) | -9% | -9
